From PubChem BioAssay
M5 antag = human M5 muscarinic receptor antagonists, primary screen, CHO cells, Fluo-8 calcium fluorescence; Muscarinic acetylcholine receptor M5 (Homo sapiens), P08912; CHO-hM5 cells, ACh EC80; inhibition, % at 3 µM; 360,000 tested, 0.59% active; AID 624040, 2012;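 active = inhibition above a per-plate cutoff, the mean of that plate's test compounds plus 3 SD, cut at about 27% in these data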;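 also: 0% = acetylcholine EC80 with DMSO and 100% = DMSO without agonist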
Target sequence (P08912 whole entry, looked up): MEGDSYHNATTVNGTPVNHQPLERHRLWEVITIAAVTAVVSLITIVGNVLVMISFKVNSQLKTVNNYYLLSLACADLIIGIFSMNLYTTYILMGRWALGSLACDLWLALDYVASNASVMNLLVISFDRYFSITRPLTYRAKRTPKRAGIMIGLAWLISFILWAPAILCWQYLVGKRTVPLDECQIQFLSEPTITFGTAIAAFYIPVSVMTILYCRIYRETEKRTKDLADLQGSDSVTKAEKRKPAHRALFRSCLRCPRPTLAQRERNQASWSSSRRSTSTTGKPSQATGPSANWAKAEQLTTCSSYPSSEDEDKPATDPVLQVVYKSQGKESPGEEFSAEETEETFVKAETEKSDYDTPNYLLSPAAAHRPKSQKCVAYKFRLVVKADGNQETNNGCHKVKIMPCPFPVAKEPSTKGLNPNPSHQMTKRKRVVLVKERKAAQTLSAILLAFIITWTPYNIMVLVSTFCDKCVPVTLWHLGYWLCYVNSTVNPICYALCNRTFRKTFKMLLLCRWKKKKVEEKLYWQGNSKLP
TAAR1 antag = human TAAR1 antagonists, primary screen, Fluo-8 calcium fluorescence, CHO RD-HGA16 cells; 360,000 tested, 1.5% active; inhibition, % at 3 µM; antagonist; Trace amine-associated receptor 1 (Homo sapiens), Q96RJ0; AID 624466, 2012;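 active = inhibition above a per-plate cutoff, the mean inhibition of test compounds on that plate plus 3 SD, cut at about 49% in these data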;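 also: 0% = DMSO plus EC80 beta-PEA response and 100% = DMSO alone without agonist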
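Test system: hTAAR1-expressing CHO RD-HGA16 cells, Gα16-coupled; Probe or stimulus: EC80 β-phenethylamine stimulus; Compound dosing: single nominal final test compound concentration of 3 µM; Timing: 140 s kinetic read after compound, 140 s after agonist; Signal: Fluo-8 calcium-sensitive fluorescence; Measure: % inhibition of agonist calcium response; Controls: DMSO and EC80 PEA controls.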
M5 ag = human M5 muscarinic receptor agonists, primary screen, CHO-K1 cells, Fluo-8 calcium fluorescence; Muscarinic acetylcholine receptor M5 (Homo sapiens), P08912; 360,000 tested, 0.19% active; activation, % at 3 µM; CHO-K1 hM5 cells; 0% DMSO wells, 100% maximal acetylcholine response;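 active = activation above the run's mean over test compounds plus 3 SD, cut at about 23% in these data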;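 also: signal is peak over basal fluorescence ratio across the kinetic read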
CRFR2-BP ag = agonists of CRF-BP/CRF-R2 complex, primary screen, cell-based, HEK293, calcium dye fluorescence, uHTS; activation, % at 13.2 µM; 350,000 tested, 0.46% active; calcium dye fluorescence (FLIPR); percent of saturating CRF peptide response;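 active = activation of at least 50%, plus an integration ratio under a set limit after plate pattern correction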;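 also: plate controls were neutral control wells without compound for no effect and CRF at EC100 for full effect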
M1 PAM parental = nonselective calcium activators in parental CHO-K1 cells, primary screen, counter-screen for M1 PAM project, cell-based, Fluo-8 calcium fluorescence, full deck, 1536-well. ATP EC20; 0% at ATP EC20, 100% at ATP max. activation, % at 3 µM. 360,000 tested, 0.02% active. AID 602247, 2012;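 active = activation above the run cutoff, the mean activation of all test compounds plus 3 SD, cut at about 40% in these data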;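 also: peak over basal fluorescence ratio in a 140 s read after ATP addition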
M5 PAM = human M5 muscarinic receptor positive allosteric modulators, primary screen, CHO-K1 cells, Fluo-8 calcium fluorescence; Muscarinic acetylcholine receptor M5 (Homo sapiens), P08912; CHO-K1 hM5, ACh EC20 PAM; 0% = ACh EC20, 100% = ACh EC100; activation, % at 3 µM; 360,000 tested, 0.3% active; AID 624038, 2012;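 active = activation above the run cutoff, the mean activation of all test compounds plus 3 SD, cut at about 18% in these data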
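System: CHO-K1 cell line with stable human muscarinic M5 receptor expression | Also added: EC20 acetylcholine as agonist stimulus | Compound: One concentration, 3 µM final (nominal) | Timing: Fluo-8 loading 80 min at 37 °C plus 30 min room temperature | Measured by: Fluo-8 calcium dye fluorescence, kinetic read | Read-out basis: % activation, ACh-normalized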
TAAR1 ag = human TAAR1 agonists, primary screen, Fluo-8 calcium fluorescence, CHO RD-HGA16 cells | 360,000 tested, 0.99% active | AID 624467, 2012 | Trace amine-associated receptor 1 (Homo sapiens), Q96RJ0 | activation, % at 3 µM | vehicle wells 0%, saturating PEA agonist 100%;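 active = activation above the mean activation of all test compounds in the run plus 3 SD, cut at about 38% in these data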
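test system = CHO RD-HGA16 cells carrying human TAAR1 plus Gα16 | schedule = 17-24 h seeding, 75 min 37 °C dye, 30 min RT | compound dosing = 3 µM single concentration | control set = DMSO and PEA EC100 | replicates = n 1 | signal = Fluo-8 fluorescence, 5 s baseline then 140 s kinetic read | measure = percent activation vs PEA EC100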
CHRM4 PAM = human M4 muscarinic receptor positive allosteric modulators, primary screen, CHO-K1 cells, Fluo-8 calcium fluorescence | CHO-K1 hM4/Gqi5, ACh EC20; 0% = ACh EC20, 100% = maximal ACh | Muscarinic acetylcholine receptor M4 (Homo sapiens), P08173 | 360,000 tested, 0.4% active | activation, % at 3 µM;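 active = activation above its plate's cutoff, the mean activation of sample wells plus 3 SD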; also: some results filed as inactive read as strong as hits
Target sequence (P08173 whole entry, looked up): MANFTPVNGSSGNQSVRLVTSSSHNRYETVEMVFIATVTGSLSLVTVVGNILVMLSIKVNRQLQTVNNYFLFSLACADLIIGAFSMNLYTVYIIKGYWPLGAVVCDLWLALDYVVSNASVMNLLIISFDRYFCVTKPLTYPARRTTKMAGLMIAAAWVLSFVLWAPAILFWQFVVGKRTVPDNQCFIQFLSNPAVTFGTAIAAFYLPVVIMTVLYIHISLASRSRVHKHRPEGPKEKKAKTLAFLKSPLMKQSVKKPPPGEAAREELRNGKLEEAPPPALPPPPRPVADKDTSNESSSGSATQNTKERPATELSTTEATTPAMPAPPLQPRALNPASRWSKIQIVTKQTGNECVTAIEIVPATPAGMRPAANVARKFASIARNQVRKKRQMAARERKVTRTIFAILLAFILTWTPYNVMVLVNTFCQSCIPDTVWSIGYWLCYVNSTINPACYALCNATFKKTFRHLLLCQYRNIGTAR
CRFR2-BP antag = antagonists of CRF-BP/CRF-R2 complex, primary screen, cell-based, HEK293, calcium dye fluorescence, uHTS | CRF-induced calcium fluorescence | inhibition, % at 11.8 µM | 350,000 tested, 0.59% active;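 active = inhibition of the ligand-induced calcium signal above about 50% at the single tested concentration, limit read from the data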
Starred values were filed as active, the others as inactive; · = not tested or not shown.

Each structure is followed by: M5 antag, TAAR1 antag, M5 ag, CRFR2-BP ag, M1 PAM parental, M5 PAM, TAAR1 ag, CHRM4 PAM, CRFR2-BP antag
Cc1cccnc1NC(=O)CNC(=O)c1sc2ccccc2c1Cl
→ 9, -5, -1, -1.2, 5, 1, 7, 5, 4
CCCCc1cc2c(cc1NC(=O)CN1CCCCC1)OCCO2
→ 4, -59, -2, 1.8, 6, -13, 3, -29, -9
Cc1cc(NC(=O)Nc2cccc(Cl)c2)no1
→ 0, 10, 7, -0.7, 6, -1, 18, -3, -3
CCn1c(SCC(=O)NC2CCCCC2)nnc1-c1ccco1
→ 11, -16, -1, 0.4, -26, -1, 0, 1, -11
Cc1c(C(=O)N(Cc2ccncc2)CC2CCCO2)oc2c(F)cccc12 (stereo not drawn)
→ 6, -21, 0, -0.1, 10, 3, 1, -2, -15
O=C(Cn1nnc(-c2cccs2)n1)Nc1ccccc1C(F)(F)F
→ 5, 13, 1, -4.0, 17, 4, 1, 0, -2
Cc1ccc(C2(C)CC(C)(C)N(C(=O)CSc3nnc(C)s3)c3ccccc32)cc1 (stereo not drawn)
→ -1, -18, -5, -2.3, 28, -2, 8, -10, 115*
CCOC(=O)c1ccccc1NC(=O)C1CCCO1 (stereo not drawn)
→ 4, 2, 0, 1.2, 18, 1, 2, 0, 26
O=C(NCCS(=O)(=O)c1ccc(Br)cc1)c1ccc(Cl)cc1
→ 13, -18, -4, -0.3, 6, -5, 7, -1, 0
Cc1ccc(Nc2n[nH]c(=S)s2)cc1
→ -2, -23, -1, -3.3, -2, -6, -2, 6, -10
Cc1[nH]n(-c2ccccc2)c(=O)c1C(C[N+](=O)[O-])c1ccc(Cl)cc1 (stereo not drawn)
→ -2, 14, 2, 8.1, 22, -1, 9, 13, -11
N/C(=N\OC(=O)c1cccnc1)c1ccc(Cl)cc1Cl
→ 0, 7, 0, -0.9, 12, -4, 11, -2, 5
Cc1ccc(NC(=O)COc2ccc(/C(N)=N/O)cc2)cc1C
→ -1, 5, -2, -3.1, 7, 1, 16, 9, 0
CC(=O)c1sc2nsc(SCCN3CCOCC3)c2c1N
→ -7, -14, 7, -1.6, 5, 5, 3, -5, 2
Cc1ccccc1-n1ncc(C(C)NS(=O)(=O)c2sccc2C)c1C (stereo not drawn)
→ 6, -35, -2, -6.8, -3, -2, 4, 7, -28

Among those listed so far, these contain a halogen.
Each structure is followed by: M5 antag, TAAR1 antag, M5 ag, CRFR2-BP ag, M1 PAM parental, M5 PAM, TAAR1 ag, CHRM4 PAM, CRFR2-BP antag
Cc1cccnc1NC(=O)CNC(=O)c1sc2ccccc2c1Cl
→ 9, -5, -1, -1.2, 5, 1, 7, 5, 4
Cc1cc(NC(=O)Nc2cccc(Cl)c2)no1
→ 0, 10, 7, -0.7, 6, -1, 18, -3, -3
Cc1c(C(=O)N(Cc2ccncc2)CC2CCCO2)oc2c(F)cccc12 (stereo not drawn)
→ 6, -21, 0, -0.1, 10, 3, 1, -2, -15
O=C(Cn1nnc(-c2cccs2)n1)Nc1ccccc1C(F)(F)F
→ 5, 13, 1, -4.0, 17, 4, 1, 0, -2
O=C(NCCS(=O)(=O)c1ccc(Br)cc1)c1ccc(Cl)cc1
→ 13, -18, -4, -0.3, 6, -5, 7, -1, 0
Cc1[nH]n(-c2ccccc2)c(=O)c1C(C[N+](=O)[O-])c1ccc(Cl)cc1 (stereo not drawn)
→ -2, 14, 2, 8.1, 22, -1, 9, 13, -11
N/C(=N\OC(=O)c1cccnc1)c1ccc(Cl)cc1Cl
→ 0, 7, 0, -0.9, 12, -4, 11, -2, 5

Later entries.
Each structure is followed by: M5 antag, TAAR1 antag, M5 ag, CRFR2-BP ag, M1 PAM parental, M5 PAM, TAAR1 ag, CHRM4 PAM, CRFR2-BP antag
Cn1nc(C(=O)Nc2nc(-c3ccccn3)cs2)c2ccccc2c1=O
→ 9, 29, 1, 1.7, -2, -4, 10, 4, 13
CC(C(=O)N1CCc2ccccc2C1)N(c1ccccc1)S(C)(=O)=O (stereo not drawn)
→ -13, -3, 0, -0.2, 9, 8, 4, -2, -3
CCc1c(C)c(C#N)c2nc3ccccc3n2c1NCC1CCCO1 (stereo not drawn)
→ 0, -2, -1, -1.6, 0, -5, 2, 0, -1
O=C(NCCc1ccccc1)c1ccc(S(=O)(=O)N2CCCC2)cc1
→ -2, -5, -1, 1.1, -18, 0, 3, 14, -30
CN(C)c1ccc(CNC(=O)c2cc(S(=O)(=O)N3CCOCC3)cn2C)cc1
→ -2, 8, 1, 4.0, 18, 0, 2, 11, 8
COc1ccc(NC(=O)CN(C)C(=O)c2cc3c(s2)CCCCC3)cc1
→ -13, -28, -4, -1.4, 10, 3, -1, -1, 17
O=C(NCCc1ccccc1)c1cccc(NC(=O)C2CCCCC2)c1
→ 5, -3, 1, -0.2, -14, -4, 3, 1, 46
Cc1ccc(C(=O)Nc2nnc(S(=O)(=O)N3CCOCC3)s2)cc1
→ 11, -2, 4, -3.1, 3, -13, 2, 0, 21
COc1ccc(NC(=O)CN(C)S(=O)(=O)c2cnc[nH]2)cc1
→ -8, -14, -1, 0.1, 9, 2, 3, 5, -9
CCN(CC(=O)Nc1c(F)cccc1F)C(=O)c1cc2c(cc1Cl)N1CCCCCC1=NS2(=O)=O
→ 3, 3, -1, -0.2, 8, 3, 2, 7, 2
COC(=O)c1ccccc1NC(=O)CSc1n[nH]c(C)n1
→ -4, -3, -1, -0.1, 10, 6, 6, 21, -3
CCOC(=O)[C@]12CCC=C1N(Cc1ccc3c(c1)OCO3)C(=O)[C@H](CC(=O)N1CCOCC1)C2
→ 2, -12, -1, ·, 14, -2, 7, 5, ·
CCOC(=O)c1c(NC(=O)c2ccco2)sc2c1CCCC2
→ -2, -1, 1, -3.2, 11, -4, 7, 0, 19
COc1ccc(NC(=O)C(C)N2C(=O)c3ccccc3C2=O)c(OC)c1 (stereo not drawn)
→ -18, -2, 3, -1.8, 23, 18*, 2, -3, 16
CCC(CC)C(=O)NCc1ccccc1Cl
→ -1, 2, -8, 0.1, 14, -9, 7, -2, 26

New compounds follow:
Each structure is followed by: M5 antag, TAAR1 antag, M5 ag, CRFR2-BP ag, M1 PAM parental, M5 PAM, TAAR1 ag, CHRM4 PAM, CRFR2-BP antag
CC(=O)c1cccc(NC(=O)CN2C(=O)NC(C)(C)C2=O)c1
→ 4, -3, -2, -0.5, 8, -12, 12, 7, -1
O=C(N/N=C/c1ccc(O)cc1)c1ccc(NC(=O)c2ccccc2Br)cc1
→ 15, 37, -1, -1.1, -1, 0, 3, -3, 28
N#Cc1cccc(NC(=O)COC(=O)CCc2ccc(S(=O)(=O)N3CCOCC3)cc2)c1
→ 5, -18, 5, -1.9, 4, -14, 9, -4, 1
CC(=NNC(=S)N1CCC1)c1ccccn1
→ 12, -8, 0, -4.6, 6, 0, 7, 2, 1
CC(=O)c1ccc(NC(=O)c2ccc(S(=O)(=O)N3CCCC3)cc2)cc1
→ 9, 2, -1, 4.1, -13, -5, 8, -12, 21
CC(C)c1ccc(/C=C/C(=O)NC(=S)Nc2ccc(CN3CCOCC3)cc2)cc1
→ 41*, 67*, -8, -1.9, -8, -18, 7, -14, -35
COc1ccccc1OCCCCN1CCC(C)CC1
→ 7, 3, -5, 0.0, -30, 0, 2, 5, 5
O=S1(=O)CC(N2CCN(Cc3ccccc3F)CC2)CN1Cc1cn(Cc2ccccc2)nn1 (stereo not drawn)
→ 4, -11, 0, ·, -10, -4, 2, 2, ·
CC1CCN(C(=O)Cn2cc(C#N)c3ccccc32)CC1
→ 4, 6, -1, -1.2, 12, 14, 9, -7, 4
CN=c1scc(-c2ccc(Cl)cc2)n1C
→ -1, -4, -9, -0.3, 22, 2, 1, -1, 6
CCOc1ccc(C(=O)Nc2ccccc2OC(F)F)cc1
→ 3, -10, -7, 1.1, 7, 12, -1, -1, -7
CC(=O)Nc1ccc(CC(=O)Nc2ccc3c(c2)OC2(CCCC2)O3)cc1
→ 10, -4, -2, -3.7, 8, -3, -1, 0, 12
Cc1ccc(S(=O)(=O)N2CCC[C@H]2C(=O)Oc2ccccc2)cc1
→ 14, -12, -1, 0.1, -5, -2, 2, -4, -6
CC(/C=C/C(=O)c1ccc(C)cc1)=C\c1ccccc1
→ -4, -12, -5, 1.9, 12, -5, 5, 4, 23
Cn1c(=O)cc(-c2ccccc2)c2ccccc21
→ 4, 5, -2, -0.1, -3, -4, 9, 10, 0

Marked active in TAAR1 antag, among the entries above:
smiles | M5 antag | TAAR1 antag | M5 ag | CRFR2-BP ag | CHRM4 PAM | CRFR2-BP antag
CC(C)c1ccc(/C=C/C(=O)NC(=S)Nc2ccc(CN3CCOCC3)cc2)cc1 | 41* | 67* | -8 | -1.9 | -14 | -35

Remaining list, next part:
Each structure is followed by: M5 antag, TAAR1 antag, M5 ag, CRFR2-BP ag, M1 PAM parental, M5 PAM, TAAR1 ag, CHRM4 PAM, CRFR2-BP antag
O=C(Nc1nc(N2C(=O)c3ccccc3C2=O)n(-c2ccccc2)n1)c1ccc(Cl)cc1
→ 1, -8, -6, 0.2, 10, 3, 21, 3, 7
CCC1=Nc2cc(C(=O)NCCN3CCCC3)ccc2Sc2ccc(C)cc21
→ 14, -15, -8, 2.0, 8, -7, 9, -7, -18
Cn1c(CNS(=O)(=O)c2ccc(Br)cc2)n[nH]c1=S
→ -1, -10, -1, -0.4, 8, -7, 1, -2, -24
COc1cccc(C2CC(c3ccc(Cl)cc3)Nc3nc(N)nn32)c1 (stereo not drawn)
→ 1, 10, 5, 14, 11, 0, 6, 1, -32
CCC(C)(C)NC(=O)Cc1ccccc1OC
→ -6, -8, -2, 0.4, 24, -1, 2, 9, -8
Cc1nn(S(=O)(=O)c2ccc(Cl)cc2)c(C)c1S(=O)(=O)N1CCOCC1
→ 2, -26, 1, -1.8, 10, 6, 1, -4, 1
Cc1onc(-c2c(F)cccc2Cl)c1C(=O)OCC(=O)NC1CC1
→ 4, -2, -3, -1.2, 9, -3, 8, 7, -4
CC(C)C(=O)N1CCc2cc(-c3csc(N)n3)ccc21
→ 6, 15, 1, 1.1, 4, 1, -2, 5, 9
CC1CCN(C(=O)CSc2nc(C(C)C)nc3c2c(=O)n(C)c(=O)n3C)CC1
→ -7, 23, -3, -0.2, -19, -3, 5, 2, -3
N#C/C(C(=S)Nc1ccccc1)=C1/NN=C(N2CCOCC2)N1c1ccccc1
→ 21, -4, -3, 2.7, -7, -7, 2, 3, 15
